WT yeast gro inh: growth inhibition of WT yeast, mitochondrial fusion screen; mitochondrial fusion phenotypic screen, WT strain; inhibition, % at 10 µM; 190,000 tested, 2.1% active; AID 1362; in the data active = inhibition above about 58%; tested in S. cerevisiae
Dynein transport: dynein cargo transport inhibition. 3617.4 mouse cells, GR-EGFP nuclear translocation imaging; test concentration mostly 20 µM; stimulated with dexamethasone, 1 µM; stronger effect = lower value. z-score, hits read low. 220,000 tested, 0.47% active;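 active = plate z-score of nuclear minus cytoplasmic receptor signal below a set negative limit, without overly bright fluorescence or cell loss, cut at about -3.5 in these data, passing the limit was not always enough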;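 also: z-score of nuclear minus cytoplasmic ring GR-EGFP intensity difference per well; some compounds called inactive have numbers as strong as hits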
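Schedule: 48 h induction, then 1 h compound, then 30 min agonist, 37 °C. Buffer or medium: tetracycline-free induction medium containing charcoal-stripped FBS. Reagent: 1.0 µM final dexamethasone stimulus. Evaluation: nuclear versus cytoplasmic GR-EGFP signal, averaged per well. Signal: high-content fluorescence imaging after fixation.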
XIAP antagonists: XIAP antagonists, biochemical, IAP family, fluorescence polarization (AID 1018). XIAP BIR domain, fluorescence polarization peptide displacement; higher % means a stronger effect. one-dose displacement, % at 20 µM; IC50 in µM for titrated hits. 200,000 tested, 0.007% active; in the data active = displacement above about 50%; also: a part of the inactive calls stands beside numbers as strong as those of hits
Hep lipid drop: hepatic lipid droplet formation modulation | inhibition, % at 6.5 µM | AML12 mouse hepatocytes, oleate lipid droplets, BODIPY imaging | 240,000 tested, 0.4% active;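 active = lipid droplet intensity inhibited by at least 50%, with more than 500 cells counted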
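Technique: fluorescence imaging, 20x objective, two fields per well / Assay system: AML12 hepatocytes (mouse) / Measure: % inhibition of lipid droplet signal / Doses: 6.5 µM single-point dosing / Incubation: overnight exposure / Reagent: 100 µM oleic acid challenge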
Autophagy mod: alters autophagy in cells | AID 463193 | MEF GFP-LC3 puncta imaging; test concentration mostly 10 µM | 190,000 tested, 0.98% active | calls only at 10 µM (by protocol);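 active = percentage of spot-positive cells more than 3 SD above its plate mean, without a fluorescence outlier flag or 80% toxicity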;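 also: spot-positive cell cutoff set from DMSO-treated cells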
Ins promoter up: MIN6 insulin promoter up-regulation; MIN6 insulin promoter-GFP reporter, high-content imaging; stronger effect = higher value; z-score at 5 µM; 190,000 tested, 0.3% active;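 active = z-score above 3 at 5 µM with at least 500 cells counted in the well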
CSM14.1 death rescue: protection against thapsigargin-triggered cell killing – 384-well, CSM14.1, ATP luminescence, primary screen (AID 1222); 190,000 tested, under 10 active; CSM14.1 thapsigargin-induced death rescue, ATP luminescence; higher % means a stronger effect; one-dose cellular ATP content (survival), % at 20 µM; EC50 in µM for titrated hits;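 active = EC50 below 50 µM in the dose-response confirmation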;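 also: death triggered by thapsigargin at about 15 µM added after 2 h compound pretreatment; cell ATP read after overnight thapsigargin exposure of roughly 18 to 22 hours; normalized against plate controls of thapsigargin alone and 5% DMSO vehicle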
MT stabilizer: microtubule stabilizers in HeLa cells. HeLa tubulin immunostaining HCS, 24 h; share of cells brighter than vehicle mean+2SD. % tubulin-high responders, % at 10 µM. AID 2205. 200,000 tested, 0.83% active;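 active = plate Z-score above 3 for both tubulin-high and condensed-nucleus cell shares, with cell loss under 80%, at 10 µM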;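 also: anti alpha tubulin signal scored within the nucleus-defined area of each cell; some results filed as inactive read as strong as hits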
bCat nuc transl: beta-catenin nuclear translocation modulation; HeLa beta-catenin nuclear translocation, immunofluorescence imaging; nuclear translocation activity, % at 5 µM; 190,000 tested, 0.3% active; AID 1665;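 active = nuclear translocation activity above 50% at 5 µM, with a well cell count of 50 or more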;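 also: per-cell ratio of nuclear to cytoplasmic median beta-catenin stain intensity; plate controls were DMSO negative control for no effect and GSK-3 inhibitor IX positive control for full effect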
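Technique: fluorescence imaging of beta-catenin antibody stain plus DAPI / Material: human HeLa cell line / Incubation: compound treatment 24 h, 37°C, 5% CO2 / Read-out basis: % activation of per-cell nuclear versus cytoplasmic median beta-catenin signal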
WT yeast gro inh mutant strain: recorded beside WT yeast gro inh, whose call it bears; inhibition, %; mitochondrial fusion phenotypic screen, mutant strain inhibition
Dynein transport cytoplasmic EGFP: further read-out of Dynein transport, marked with its call; z-score; measured here: cytoplasmic GR-EGFP intensity; stronger effect = higher value
Dynein transport nuclear GR-EGFP: second read-out of Dynein transport, no call of its own (marks repeat the call); z-score; measured here: nuclear GR-EGFP intensity;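 lower value marks the stronger effect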
Dynein transport cell count: recorded beside Dynein transport, whose call it bears; z-score; measured here: cell count per field
Ins promoter up cell count: recorded beside Ins promoter up, whose call it bears; cell count; measured here: cytotoxicity, nuclei count;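 total cells summed across four imaged fields per well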
Hep lipid drop cells 6.5 µM: further read-out of Hep lipid drop, marked with its call; cell count; measured here: cell count, cytotoxicity flag;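 cells counted across two imaged fields per well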
bCat nuc transl cell count 5 µM: also measured in bCat nuc transl; calls as there; cell count; measured here: cell count, cytotoxicity flag
MT stabilizer Hoechst-high %: second read-out of MT stabilizer, no call of its own (marks repeat the call); % Hoechst-high responders; measured here: nuclear condensation Hoechst responders;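 share of cells brighter than vehicle mean plus two SD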
MT stabilizer cytotoxicity %: recorded beside MT stabilizer, whose call it bears; toxicity, %; measured here: cytotoxicity by cell density;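 0% = mean cell density of plate MIN control wells and 100% = no cells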
Autophagy mod cell loss 18 h: second read-out of Autophagy mod, no call of its own (marks repeat the call); toxicity, %; measured here: cell loss, nuclei count;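 cell loss after 18 h compound exposure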
* hit, by the source's call; i = inactive; / = not tested or not shown.

SMILES	WT yeast gro inh	WT yeast gro inh mutant strain	Dynein transport	Dynein transport cytoplasmic EGFP	Dynein transport nuclear GR-EGFP	Dynein transport cell count	XIAP antagonists	Hep lipid drop	Hep lipid drop cells 6.5 µM	Autophagy mod	Autophagy mod cell loss 18 h	Ins promoter up	Ins promoter up cell count	CSM14.1 death rescue	MT stabilizer	MT stabilizer Hoechst-high %	MT stabilizer cytotoxicity %	bCat nuc transl	bCat nuc transl cell count 5 µM
COc1cc(Cn2c(=O)oc3ccc(C)cc32)ccc1OC(C)C	8	-6	-0.69	-0.27	-0.6	0.39	-3.9%	-6	710	i	1	-0.89	853	2.7%	5.8	2.2	2.3	1.3	1013
CC(=O)N/N=C(\N)c1nonc1N	/	/	0.49	-0.25	0.7	0.35	/	5	745	/	/	1.1	1095	/	/	/	/	0.1	1248
COc1ccc2[nH]c(=O)c(CN(CC3CCCO3)C(=O)Nc3ccccc3OC)cc2c1 (stereo not drawn)	11	-1	-0.19	-0.22	0.022	0.28	-7.8%	/	/	i	6	-1	1126	-0.7%	40*	25*	27*	2.2	1032
Cc1cccc(NC(=S)N(CCN2CCOCC2)Cc2cc3cc4c(cc3[nH]c2=O)OCO4)c1	-3	7	0.6	-0.23	0.49	-0.5	-4.7%	8	722	i	14	-0.29	1339	1.0%	3.4	2.0	4.6	1.2	981
CC(=O)Nc1cc(NC(C)=O)cc(C(=O)NC(C)(C)C)c1	11	-9	0.47	-0.49	0.035	0.65	-2.1%	/	/	i	-13	0.35	1256	-0.5%	2.1	1.6	7.1	-1.8	947
Cn1c(Oc2ccccc2NCc2cccc(Br)c2)cc(=O)n(C)c1=O	20	20	0.0094	-0.13	-0.61	-0.42	0.7%	/	/	i	0	0.07	1674	-1.2%	3.1	1.3	3.9	-0.5	1326
CCOC(=O)Cc1cc(=O)n2[nH]c(-c3ccccc3)cc2n1	-24	-6	-1	-0.12	-0.63	0.87	1.7%	18	685	i	-1	0.12	1250	-0.5%	2.8	1.8	4.6	-0.8	1209
Cn1cc(NC(=O)c2cc(NC(=O)c3cc(NC=O)cn3C)cn2C)cc1C(=O)NCCC(=N)N	/	/	-0.77	-0.69	-0.1	0.067	/	-30	695	/	/	0.45	1168	/	/	/	/	-1.5	1234
COc1ccccc1NC(=O)CN1CCN(c2ccc(Cl)cc2)CC1	6	16	1.5	-0.21	1.7	-1.2	1.7%	/	/	i	-2	/	/	-5.8%	1.9	2.0	6.5	/	/
Cc1oc2c(c1C(=O)c1ccc(Cl)cc1)C(=O)C(=O)c1ccccc1-2	80*	74*	-1.9	0.75	-0.92	-0.058	-2.2%	/	/	i	11	0.05	1429	3.6%	12	49	7.8	2.7	1282
COc1ccc(C(=O)N2CCC(=O)N(C(CO)Cc3ccccc3)CC2)cc1 (stereo not drawn)	-6	-10	0.44	-0.3	0.52	0.45	0.7%	10	722	i	-4	0.6	1276	-3.7%	4.3	1.8	7.2	/	/
N#CCCn1cnc2ccccc21	-8	-5	-0.7	-0.21	-0.49	1.1	-3.1%	3	643	i	-6	0.61	1744	3.6%	2.9	1.9	4.6	0.6	1041
Cc1cccn2c(=O)c(/C=C(\C#N)S(=O)(=O)c3ccc(Cl)cc3)c(N3CCC(C(N)=O)CC3)nc12	-7	-5	0.34	-0.051	0.38	0.075	-27%	11	808	i	-8	-0.9	871	-2.3%	16	0.5	6.4	-4.6	1224
Cc1ccc(NC(=O)CN2CCCCCC2)c(Br)c1	-8	-41	-1.5	-0.2	-0.53	0.46	-1.7%	/	/	i	-9	0.01	1202	-1.2%	5.7	3.1	8.8	-2.3	1035
CC1CCN(C(=O)c2cc(Cl)nc3ccccc23)CC1	4	-1	-0.68	-0.25	-0.42	1.2	-8.4%	10	703	i	-12	-0.01	1496	1.7%	3.7	2.2	8.5	2.5	1098
O=C(NCc1ccc2c(c1)OCO2)c1ccc(CS(=O)(=O)Cc2cccc(Cl)c2)o1	-10	7	0.03	-0.14	0.14	0.61	-4.2%	7	687	i	-9	-0.82	1438	-0.3%	1.5	2.7	9.8	2.4	1019
COc1cc(NC(=O)C/C(C)=N/NC(=O)Cc2ccccc2)c(OC)cc1Cl	-2	2	-0.061	-0.15	0.0012	1.1	-6.9%	-16	614	i	28	-0.36	1506	0.4%	4.1	0.7	6.7	-0.8	1150
Cc1nc(NS(=O)(=O)c2ccccc2)sc1NC(=O)OCCN(C)C	9	10	0.51	-0.25	0.59	0.51	-4.5%	13	738	i	-2	-0.05	1294	-2.9%	2.1	3.2	27	/	/
COc1ccc(-c2csc(N(CC3CCCO3)C(=O)c3ccco3)n2)cc1 (stereo not drawn)	22	-8	-0.46	-0.13	-0.05	0.49	-8.3%	-6	697	i	69	-0.08	1674	0.2%	1.7	2.0	7.4	0.0	1095
COc1cc(OC)c(S(=O)(=O)Nc2ccc(C(=O)N3CCCC3)cc2)cc1NC(C)=O	-16	-7	0.13	-0.36	0.45	0.028	-6.6%	1	675	i	-7	0.08	1539	0.1%	1.8	1.5	6.8	-3.0	1013
CC(C)CCNC(=O)C12CN(Cc3ccccc3)CC1C(c1ccc([N+](=O)[O-])cc1)=NO2 (stereo not drawn)	41	18	-1.2	-0.2	-0.16	0.45	-11%	-6	654	i	6	0.58	1884	2.0%	3.6	2.8	3.9	0.0	927
CCN(CC)CCNC(=O)Cc1nn(Cc2ccccc2)c(=O)c2ccccc12	-1	4	-0.55	0.09	-0.11	0.66	-7.0%	4	608	i	-23	0.53	1682	-0.6%	3.5	1.7	2.8	-0.2	1519
O=C(COC(=O)c1cccc(S(=O)(=O)N2CCN(c3ccccc3)CC2)c1)NCC1CCCO1 (stereo not drawn)	/	/	-0.82	-0.6	-0.25	0.77	/	-13	672	/	/	-0.12	1098	/	/	/	/	3.1	1238
COc1ccc(Oc2ccc(N/C=C3\CCCC3=O)cc2)cc1	17	18	-0.075	-0.29	-0.3	0.4	2.2%	1	589	i	5	0.07	1454	-2.2%	4.5	2.0	6.6	3.2	1095
Cc1ccc(OCC(=O)Nc2ccc(N3CCOCC3)cc2)c([N+](=O)[O-])n1	-11	-5	-0.059	-0.16	0.0034	-0.57	-4.0%	-4	705	i	-3	0.44	1236	-1.3%	2.1	2.4	5.7	-3.4	1189
CCOc1ccc(NC(=O)CSc2nnc(-c3ccncc3)n2CC2CCCO2)cc1 (stereo not drawn)	9	22	0.7	-0.31	0.39	-0.35	-5.5%	/	/	i	10	0.98	1261	-0.1%	5.1	2.8	3.0	-8.0	905
COc1ccccc1C(=O)Nc1ccc(C(=O)O)cc1	-12	10	-0.43	-0.24	0.13	1.9	-3.6%	0	728	i	9	/	/	-0.9%	3.8	1.5	22	-1.4	1163
O=C(Cc1ccc(Br)cc1)NC1CCCCC1	6	0	-0.26	0.0026	0.22	0.3	-3.2%	7	715	i	-6	/	/	1.7%	1.5	1.5	6.3	-8.6	1230
CCCCC(=O)NC1(C(F)(F)F)NC(=O)N(Cc2ccccc2)C1=O (stereo not drawn)	-5	-14	0.16	-0.18	0.19	0.1	-4.4%	4	673	i	-8	0.33	1064	/	5.2	2.0	8.1	-3.4	1092
O=C(CN1CCCCC1)N1N=C(c2cccs2)CC1c1cccs1 (stereo not drawn)	1	-8	-0.92	-0.3	0.29	0.55	-1.2%	-3	743	i	10	-0.3	1632	-0.9%	3.2	2.3	20	-1.9	951
COC(=O)CNC(=O)Cn1ccc2ccccc2c1=O	/	/	-1	-0.26	-0.28	0.7	-1.8%	/	/	i	-12	-0.19	1656	-0.5%	4.7	3.8	8.2	-4.0	973
CCNc1nc(NCC)nc(SCCOC(=O)Nc2ccc(Cl)cc2Cl)n1	43	0	0.2	0.55	0.73	-0.09	-7.2%	4	812	i	6	-0.21	1275	-1.8%	7.2	2.1	4.9	-2.9	574
COC(=O)[C@@H]1C(c2ccccc2)(c2ccccc2)[C@@]1(C)C(=O)OC	-1	6	0.91	-0.089	0.28	-0.46	-0.9%	-21	671	i	2	0.1	1326	-3.2%	6.9	2.0	2.6	/	/
O=C(CN1C(=O)COc2ccccc21)NCc1ccccn1	-7	9	-0.94	-0.23	-1.1	0.84	-1.4%	/	/	i	0	0.37	1391	-1.1%	1.9	2.5	7.3	1.5	1394
O=C(CN1C2=NCCN2c2ccccc21)c1ccc(Br)s1	0	5	-0.21	-0.26	-0.17	0.58	74%	-22	671	i	4	-1	1282	-1.7%	2.8	2.3	3.2	-3.9	654
CC(=O)N1CCCc2ccccc21	-9	2	-0.69	-0.029	-0.039	0.72	-2.3%	-4	789	i	-4	/	/	-3.1%	0.9	1.2	2.5	-3.0	1126

Quoted from the listing (2 entries):
SMILES	WT yeast gro inh	WT yeast gro inh mutant strain	Dynein transport	Dynein transport cytoplasmic EGFP	Dynein transport nuclear GR-EGFP	Dynein transport cell count	XIAP antagonists	Hep lipid drop	Hep lipid drop cells 6.5 µM	Autophagy mod	Autophagy mod cell loss 18 h	Ins promoter up	Ins promoter up cell count	CSM14.1 death rescue	MT stabilizer	MT stabilizer Hoechst-high %	MT stabilizer cytotoxicity %	bCat nuc transl	bCat nuc transl cell count 5 µM
O=C(CN1C2=NCCN2c2ccccc21)c1ccc(Br)s1	0	5	-0.21	-0.26	-0.17	0.58	74%	-22	671	i	4	-1	1282	-1.7%	2.8	2.3	3.2	-3.9	654
CC(=O)N1CCCc2ccccc21	-9	2	-0.69	-0.029	-0.039	0.72	-2.3%	-4	789	i	-4	/	/	-3.1%	0.9	1.2	2.5	-3.0	1126

Compounds were not picked by outcome. Share with any hit: about 4%.
